EphB4 ephrin blk: antagonists of human EphB4-ephrin-B2 interaction; AID 720; actives 0.15% (n = 97,000); EphB4 LBD / TNYL-RAW-Alexa532 peptide, fluorescence polarization; inhibition, % at 7 µM; P54760;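 active = inhibition above the screen-wide mean inhibition plus 3 SD, cut at about 15% in these data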;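 note: 0% = DMSO wells and 100% = excess unlabeled TNYL-RAW peptide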
PTPN22 inh 2: inhibitors of human LYP (PTPN22) phosphatase; Q9Y2R2; recombinant LYP catalytic domain, DiFMUP fluorescence; inhibition, % at 2 µM; actives 0.21% (n = 96,000);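 active = inhibition at 2 µM at or above a set limit, the screen mean plus 3 SD, cut at about 24% in these data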;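 note: 0% = DMSO with enzyme and 100% = enzyme fully blocked by orthovanadate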
PLK1 kinase inh: inhibitors of human PLK1 kinase; recombinant PLK1 kinase, TR-FRET peptide phosphorylation; inhibition, % at 10 µM; P53350; AID 619; actives 0.53% (n = 97,000);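 active = inhibition of 50% or more in the single-concentration screen; inactive = inhibition below 50%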;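 note: 0% = DMSO max control and 100% = H-89 dihydrochloride min control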
Target sequence (P53350 whole entry, looked up): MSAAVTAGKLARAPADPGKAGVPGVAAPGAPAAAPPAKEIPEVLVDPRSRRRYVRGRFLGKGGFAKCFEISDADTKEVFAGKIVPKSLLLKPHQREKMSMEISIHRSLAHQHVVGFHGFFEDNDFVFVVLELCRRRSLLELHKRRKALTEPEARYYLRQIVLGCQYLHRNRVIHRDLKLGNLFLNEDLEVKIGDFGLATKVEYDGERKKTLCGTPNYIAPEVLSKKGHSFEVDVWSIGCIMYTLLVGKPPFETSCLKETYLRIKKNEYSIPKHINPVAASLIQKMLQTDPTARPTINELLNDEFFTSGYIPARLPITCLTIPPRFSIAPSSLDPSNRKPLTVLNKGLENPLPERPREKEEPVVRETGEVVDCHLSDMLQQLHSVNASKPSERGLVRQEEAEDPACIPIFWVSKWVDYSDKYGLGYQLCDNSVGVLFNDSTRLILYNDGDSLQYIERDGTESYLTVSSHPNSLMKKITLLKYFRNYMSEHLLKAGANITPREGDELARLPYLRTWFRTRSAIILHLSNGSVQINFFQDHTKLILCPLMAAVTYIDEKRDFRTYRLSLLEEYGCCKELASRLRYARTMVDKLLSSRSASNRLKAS
PTPN22 act: LYP (human) phosphatase activation. recombinant LYP, DiFMUP fluorescence; 0 = plate median, 100 = signal doubled. activation, % at 2 µM. AID 697. actives 0.11% (n = 96,000);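 active = activation at 2 µM above a set limit, the mean plus 5 SD, cut at about 37% in these data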
PTK2B oligo ant: Pyk2 (human) oligomerization antagonism | Q14289 | Q293 cells, Pyk2 FERM NanoBiT luminescence; hits give low values | z-score (the deposit names both 25 µM and 10 µM) | actives 0.83% (n = 99,000);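 active = Z-score of -3 or lower, scaled per plate to the spread of control and sample wells; inactive = z-score above -3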;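 note: negative z-score means lost luminescence so less FERM oligomerization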
F-actin modifier: modifiers of cytoskeleton assembly | actives 0.18% (n = 91,000) | inhibition, % at 2 µM | HUVEC TNFa F-actin phalloidin imaging, high content | AID 836;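 active = inhibition above the batch mean plus 3 SD and confirmed as a hit by visual image inspection, cut at about 30% in these data, passing the limit was not always enough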; note: strong numbers were not always called active
FAK blocker: FAK (human) kinase inhibition. biochemical FAK kinase activity assay. actives 0.84% (n = 97,000). inhibition, %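 (tested at 7 µM)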. AID 727; in the data active = inhibition above about 19%;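 note: 0% = DMSO and 100% = reference compound high control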
Plk1 PBD FP: blocks phosphopeptide binding to human Plk1 polo box domain | P53350 | Plk1 PBD phosphopeptide binding, fluorescence polarization | inhibition, %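 (tested at about 20 µM)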 | actives 0.13% (n = 97,000) | AID 693; in the data active = inhibition above about 34%, passing the limit was not always enough
HIV Rev-RRE inh: inhibitors of HIV-1 Rev-RRE RNA interaction; AID 704; actives 0.79% (n = 97,000); inhibition, % at 8 µM; Rev peptide-RRE RNA binding, FRET; P05866;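 active = inhibition above the screen-wide mean plus 3 SD, cut at about 35% in these data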;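 note: 0% = median DMSO wells and 100% = median Neomycin B control wells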
Target sequence (P05866 whole entry, looked up): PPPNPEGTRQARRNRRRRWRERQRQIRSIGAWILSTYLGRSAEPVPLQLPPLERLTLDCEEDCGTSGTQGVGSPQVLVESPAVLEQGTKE
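Assay system: Labelled RRE RNA duplex and labelled Rev peptide | Times: 5 min preincubation and 15 min binding, 25 °C | Detection: FRET, ex 480 nm, em 540 and 671 nm | Evaluation: % inhibition of FRET ratio versus controls | Benchmarks: DMSO wells as 0% and neomycin B wells as 100% inhibition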
* marks the source's active call; other numbers are inactive results; nt = no result given; [ ] = dose if it differs, or a comment.

1: O=C(COc1ccc(Cl)cc1)NCc1nnc(SCC(=O)N2CCCc3ccccc32)o1
2: COc1ccc(C2C(C(=O)N3CCOCC3)=C(C)NC3=C2C(=O)CC(C)(C)C3)c(OC)c1 (stereo not given)
3: COC(=O)CSc1nnc(SCc2ccc(Cl)cc2)s1
4: O=C(CN1CCOCC1)Nc1ccc(Br)cn1
5: CCc1nnc(NC(=O)CCC(=O)NCc2ccccc2OC)s1
6: O=C(NC1CCCCCCC1)C1CCN(S(=O)(=O)N2CCC3(CC2)OCCO3)CC1
7: COc1ccc(-c2noc(CN(C)S(=O)(=O)c3ccccc3)n2)cc1OC
8: COc1ccc(C(=O)Nc2cc(C(F)(F)F)ccc2-n2cncn2)cc1
9: Clc1cc(Cl)cc(Nc2ncn[nH]2)c1
10: COc1ccc(CCNC(=O)C2(C)CCC(=O)N2Cc2ccc3c(c2)OCO3)cc1OC (stereo not given)
Assay by compound	1	2	3	4	5	6	7	8	9	10
EphB4 ephrin blk	2	-10	0	4	6	7	3	-8	-2	5
PTPN22 inh 2	4	0	4	3	8	4	2	-2	0	-4
PLK1 kinase inh	-7	-5	-4	-4	-10	-13	-5	-10	10	-10
PTPN22 act	-4	-2	-3	-4	-6	-5	-3	-2	3	2
PTK2B oligo ant	0.06	0.53	-0.22	0.05	0.7	-0.54	-0.64	-0.49	-0.41	nt
F-actin modifier	3	-8	-3	1	-11	9	-18	nt	-10	10
FAK blocker	-1	0	1	-1	-6	-1	-3	0	10	0
Plk1 PBD FP	-6	5	13	1	19	3	-9	-14	-22	7
HIV Rev-RRE inh	7	0	8	7	4	3	11	3	1	5

11: O=C(CSc1nc2scc(-c3ccco3)c2c(=O)n1-c1ccccc1)NCC1CCCO1 (stereo not given)
12: CC(C)(C)NC(=O)Cn1nnc(-c2ccccc2NC(=O)c2ccco2)n1
13: COc1cc(CN2CCC(C(=O)N3CCN(c4ccccc4F)CC3)CC2)ccc1O
14: CCOc1cccc2c1OC1(C)CC2NC(=O)N1c1ccc(OC)cc1 (stereo not given)
15: O=C(Nc1nnc(C2CC2)s1)C1Cc2ccccc2CN1S(=O)(=O)c1cccs1 (stereo not given)
16: Cc1ccc(Cn2cnc3sc4c(c3c2=O)CCC4)c(C)c1
17: COc1ccccc1OCc1nnc(SCC(=O)NCc2ccco2)n1Cc1ccco1
18: Cn1c(-c2ccc(-c3ccccc3)cc2)c[nH]c1=S
19: Clc1ccc2nc(SCc3nnc(-c4ccccc4)o3)[nH]c2c1
20: COc1cc(C(=O)Nc2sc(C(=O)N3CCOCC3)c(C)c2C#N)cc(OC)c1OC
Assay by compound	11	12	13	14	15	16	17	18	19	20
EphB4 ephrin blk	-1	4	4	-6	1	1	7	-10	3	7
PTPN22 inh 2	4	5	2	0	-10	-11	26*	2	-1	3
PLK1 kinase inh	-7	-4	3	-10	-19	-14	-16	-3	-4	-6
PTPN22 act	-6	-6	-5	-3	5	11	-26	1	2	-2
PTK2B oligo ant	0.08	-0.4	1.7	1.1	-3	0.1	1	0.06	-0.43	-0.59
F-actin modifier	-13	4	14	-26	-1	-7	7	-6	13	7
FAK blocker	19	2	-2	0	18	1	7	3	16	-1
Plk1 PBD FP	-7	15	-27	-20	-29	-26	11	-5	-10	4
HIV Rev-RRE inh	22	13	1	6	13	6	2	-6	11	0

Single records (already shown):
`COc1cc(CN2CCC(C(=O)N3CCN(c4ccccc4F)CC3)CC2)ccc1O` is entered as EphB4 ephrin blk = 4; PTPN22 inh 2 = 2; PLK1 kinase inh = 3; PTPN22 act = -5; PTK2B oligo ant = 1.7; F-actin modifier = 14; FAK blocker = -2; Plk1 PBD FP = -27; HIV Rev-RRE inh = 1
`COc1ccccc1OCc1nnc(SCC(=O)NCc2ccco2)n1Cc1ccco1` is entered as EphB4 ephrin blk = 7; PTPN22 inh 2 = 26*; PLK1 kinase inh = -16; PTPN22 act = -26; PTK2B oligo ant = 1; F-actin modifier = 7; FAK blocker = 7; Plk1 PBD FP = 11; HIV Rev-RRE inh = 2
`COc1cc(C(=O)Nc2sc(C(=O)N3CCOCC3)c(C)c2C#N)cc(OC)c1OC` is entered as EphB4 ephrin blk = 7; PTPN22 inh 2 = 3; PLK1 kinase inh = -6; PTPN22 act = -2; PTK2B oligo ant = -0.59; F-actin modifier = 7; FAK blocker = -1; Plk1 PBD FP = 4; HIV Rev-RRE inh = 0

The list goes on:
21: O=C(NCc1ccco1)NCC(F)(F)F
22: CCOC(=O)N1CCN(Cc2ccccc2Cl)CC1
23: CCc1c(C)c(C#N)c2nc3ccccc3n2c1NCc1ccco1
24: CC(C)OC(=O)c1cn(-c2ccccc2)nc1-c1ccc2c(c1)OCCO2
25: Cc1ccnc(N/C=C(\C#N)c2nc(-c3cccc(Br)c3)cs2)c1
26: CCOc1ccc(N2C(=O)Nc3ccccc3C2(O)C(=O)NCc2ccc3c(c2)OCO3)cc1 (stereo not given)
27: Cc1ccc(-n2nc3cc(C)c(N)cc3n2)cc1
28: CCOC(=O)/C(C#N)=C(\N)C(C)C(=O)Nc1ccccn1 (stereo not given)
29: O=C(CS(=O)(=O)Cc1ccccc1)N1CCN(Cc2ccc3c(c2)OCO3)CC1
30: O=C(c1ccco1)N1CCN(c2nc3ccccc3c(=O)n2-c2ccccc2)CC1
Assay by compound	21	22	23	24	25	26	27	28	29	30
EphB4 ephrin blk	10	-8	5	7	-4	-6	4	8	-8	-9
PTPN22 inh 2	-4	-3	6	-7	20	-3	-3	-11	-12	-2
PLK1 kinase inh	-4	-10	-15	-1	-15	-6	-18	-5	-11	-1
PTPN22 act	-1	7	-4	9	-16	1	4	13	11	0
PTK2B oligo ant	1.8	0.24	0.09	-2.9	-0.31	-0.52	-0.86	0.72	0.19	-0.57
F-actin modifier	6	-41	-7	3	15	6	13	-1	3	18
FAK blocker	0	-3	3	3	-1	-1	-1	5	0	-1
Plk1 PBD FP	22	9	12	-25	-171	-27	3	-3	-25	-23
HIV Rev-RRE inh	6	-1	5	10	136*[fluorescence artefact?]	-1	-1	14	-2	5

31: CCOc1ccc2[nH]c(=O)c(CN(Cc3cccnc3)C(=O)Nc3ccccc3OC)cc2c1
32: CCOC(=O)c1ccc(NC(=O)CC2SCCNC2=O)cc1 (stereo not given)
33: O=C1CCSc2cccc3cccc(c23)N1
34: N=c1c(C(=O)NCc2ccccc2)cc2c(=O)n3ccccc3nc2n1Cc1ccco1
35: CCOc1ccc(-n2c(N)c(C(=O)NCc3ccco3)sc2=S)cc1
36: COc1ccc(OC)c(N2C(=O)C(Cl)=C(N3CCOCC3)C2=O)c1
37: CCn1c(COc2ccc(C)cc2)nnc1SCC(=O)C(C)(C)C
38: CC(C)OCCCN1CN(S(=O)(=O)c2cccc(Cl)c2)c2nc3ccccc3nc21
39: CC1CCN(c2nc3c(c(=O)n(C)c(=O)n3C)n2Cc2ccccc2)CC1
40: C=CCn1c(Sc2nncn2C)nc2c1c(=O)[nH]c(=O)n2C
Assay by compound	31	32	33	34	35	36	37	38	39	40
EphB4 ephrin blk	5	-6	-2	3	0	-6	9	-3	-4	-3
PTPN22 inh 2	6	8	-2	9	-30	-5	-1	-1	-11	10
PLK1 kinase inh	-12	-13	1	0	-8	-2	2	3	-6	-4
PTPN22 act	-7	-9	1	-8	33	4	-2	4	7	-7
PTK2B oligo ant	-0.9	-0.34	-0.18	-1.3	-0.05	-0.35	1.4	0.56	-1.2	1.5
F-actin modifier	8	-4	-66	14	14	-29	4	-15	0	-2
FAK blocker	1	0	1	6	-5	-3	-3	-4	1	-8
Plk1 PBD FP	-21	32	9	-12	18	-7	-4	7	9	-32
HIV Rev-RRE inh	4	2	4	21	2	1	-2	8	2	7

41: CCC(=O)Nc1nnc(CCc2ccccc2)s1
42: Cc1cccc(C(C#N)c2nc3ccccc3nc2C(F)(F)F)c1 (stereo not given)
43: O=C(Nc1cc(N2CCOCC2)ncn1)NC1(C(F)(F)F)Oc2ccccc2O1
44: CC(=O)c1cc(C)ccc1OC(=O)c1ccco1
45: CC(N=c1ccccn1C(=O)Nc1ccc(F)cc1)c1ccco1 (stereo not given)
46: O=C(Nc1ccc(N2CCN(C(=O)c3ccco3)CC2)cc1)c1ccc2c(c1)OCO2
47: C=CCc1cccc(C2Nc3ccccc3C(=O)N2O)c1O (stereo not given)
48: O=S1(=O)C=C(Oc2ccc(F)cc2)c2ccccc21
49: CNc1ncc(C(=O)c2ccc(Cl)cc2)s1
50: CCOC(=O)CN(C(=O)CSc1nnc(CNc2ccc(F)cc2)o1)c1ccccc1
Assay by compound	41	42	43	44	45	46	47	48	49	50
EphB4 ephrin blk	5	5	3	0	4	-3	-3	4	-2	-3
PTPN22 inh 2	8	nt	2	-3	-9	-5	-20	4	-1	-10
PLK1 kinase inh	-15	-13	-12	-8	0	-11	-22	-6	7	-9
PTPN22 act	-8	nt	-3	2	5	-1	17	-6	4	8
PTK2B oligo ant	-0.81	-1.6	0.75	1.6	1.4	-0.76	0.63	2.7	-0.88	-0.84
F-actin modifier	4	nt	-4	nt	46	-8	-28	-11	-9	-30
FAK blocker	-3	6	0	1	-5	1	7	-6	5	-2
Plk1 PBD FP	7	12	-6	-1	-24	-9	-25	31	-3	-5
HIV Rev-RRE inh	7	21	16	5	2	-2	2	4	5	2

Along the list, from the results shown.
Nos. 45 to 49 in HIV Rev-RRE inh read 2, -2, 2, 4, 5

(continued)
51: CCC(=O)Nc1ccc(N2CCCCC2)cc1
52: C=C(C)Cc1c(C)c(C#N)c2nc3ccccc3n2c1N1CCCCC1
53: Cc1ccc(S(=O)(=O)NCCN(CCNS(=O)(=O)c2ccc(C)cc2)S(C)(=O)=O)cc1
54: CCOc1ccc(N2CC(C(=O)Nc3ccccc3N3CCOCC3)CC2=O)cc1 (stereo not given)
55: N#C/C(=C\c1cccs1)Sc1nc2ccccc2s1
56: COCCN(Cc1cc2cc(C)c(C)cc2nc1Cl)C(=O)Nc1ccccc1
57: Oc1ccc2nc(Cc3ccccc3)[nH]c2c1
58: CCCn1c(SCC(=O)N2c3ccccc3CCc3ccccc32)nc2c1c(=O)n(C)c(=O)n2C
59: Cc1nonc1OCCNC(=O)C12CC3CC(CC(C3)C1)C2
60: CCCCNC(=O)C1CCN(Cc2ccccn2)CC1
61: CCSC1=C(C#N)C2(CCCCC2)C(C#N)C(=O)N1 (stereo not given)
62: Cc1cccc(-n2nc(C(=O)Nc3ccccc3)n3c(=O)cc(-c4ccccc4)nc23)c1
63: CC1CCN(c2ncnc3ccccc23)CC1
Assay by compound	51	52	53	54	55	56	57	58	59	60	61	62	63
EphB4 ephrin blk	-7	-4	3	1	2	-2	-2	-4	4	4	5	0	3
PTPN22 inh 2	-4	19	-1	-7	-3	nt	-9	-12	7	-10	10	9	-3
PLK1 kinase inh	-7	-14	1	-1	-14	-21	-8	-13	-10	1	-14	-16	-5
PTPN22 act	5	-17	2	10	0	nt	8	11	-12	7	-10	-6	1
PTK2B oligo ant	-0.71	-1.1	0.21	-0.03	-0.12	-1.4	-0.58	1.1	0.82	-0.02	-0.36	-1	-0.2
F-actin modifier	1	-11	11	-5	3	nt	-4	-9	7	0	nt	-15	-5
FAK blocker	-1	-1	-1	-2	1	-5	-1	1	-2	1	-5	1	9
Plk1 PBD FP	23	1	-22	-11	-2	-12	9	8	7	-38	-20	2	4
HIV Rev-RRE inh	5	20	6	5	14	-1	2	2	-2	7	3	13	4
